Vif-APOBEC3F blk: blocks the Vif interaction with APOBEC3F | HeLa A3F-eYFP + Vif (tagged APOBEC3F with the HIV-1 protein that degrades it), YFP fluorescence increase | Potency, µM (highest dose often 46.1 µM), for the others: at the top dose activity, negative = active | 390,000 tested, 0.2% active; note: potency is the fitted concentration of half-maximal effect; % of control where 0% means no effect; nearly all actives have a fitted effect of over 65% in size
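Fluorescence increase (Ex 488/Em 500-530) after overnight compound treatment at 37 deg C flags inhibition of Vif-driven A3F-eYFP loss in stable HeLa A3F-eYFP/Vif cells seeded overnight beforehand.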
RXFP1 ag: RXFP1 (human) receptor agonism. Q9HBX9. HEK293T-RXFP1 cAMP TR-FRET, 30 min; response scale: percent of porcine relaxin response, buffer zero. Potency, µM (highest dose often 57.5 µM), without a hit: at the top dose activation, hits mostly activators. 370,000 tested, 0.3% active. AID 2676; note: potency is the fitted concentration of half-maximal effect; % is set by controls: 0 for no effect and ±100 for the full control effect; nearly all actives have a fitted effect of over 60% in size; many of its hits are not listed in these tables
Target sequence (Q9HBX9 whole entry, looked up): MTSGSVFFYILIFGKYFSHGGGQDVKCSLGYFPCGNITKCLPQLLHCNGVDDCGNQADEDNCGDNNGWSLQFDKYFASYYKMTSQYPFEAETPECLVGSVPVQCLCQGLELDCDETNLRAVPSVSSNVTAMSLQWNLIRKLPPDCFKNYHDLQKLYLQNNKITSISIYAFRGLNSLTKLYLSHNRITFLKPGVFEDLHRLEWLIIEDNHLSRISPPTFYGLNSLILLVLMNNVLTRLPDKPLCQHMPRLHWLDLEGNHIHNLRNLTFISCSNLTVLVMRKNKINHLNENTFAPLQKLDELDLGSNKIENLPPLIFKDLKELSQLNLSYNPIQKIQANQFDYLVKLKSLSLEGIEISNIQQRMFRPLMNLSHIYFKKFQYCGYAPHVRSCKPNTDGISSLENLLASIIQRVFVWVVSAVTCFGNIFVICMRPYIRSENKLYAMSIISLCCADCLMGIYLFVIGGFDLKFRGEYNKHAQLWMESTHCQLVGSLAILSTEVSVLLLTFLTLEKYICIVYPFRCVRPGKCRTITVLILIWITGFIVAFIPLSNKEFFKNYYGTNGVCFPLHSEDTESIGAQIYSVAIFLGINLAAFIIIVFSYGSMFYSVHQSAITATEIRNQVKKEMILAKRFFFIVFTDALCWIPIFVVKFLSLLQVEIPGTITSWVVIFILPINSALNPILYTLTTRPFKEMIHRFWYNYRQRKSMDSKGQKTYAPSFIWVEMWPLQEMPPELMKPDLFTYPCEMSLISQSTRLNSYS
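HEK293T cells stably expressing RXFP1 were pretreated with the PDE4 inhibitor Ro 20174, exposed to compounds for 30 min at 37C, lysed, and cAMP was read by TR-FRET. Data normalized to buffer (basal) and 29 nM porcine relaxin (100%).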
LDHA inh: blocks human lactate dehydrogenase A; P00338; purified LDHA, NADH/diaphorase-resazurin fluorescence; stronger effect = lower value; activity change, % (values are at about 110 or 230 µM); 480,000 tested, 0.15% active; AID 1347041; in the data active = activity change below about -30%; inconclusive = mostly about -25% to -30%;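 note: plate controls were DMSO wells for no effect and wells without enzyme for full effect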
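Remaining NADH was detected by diaphorase (0.133 mg/mL) converting 37 µM resazurin to fluorescent resorufin, read at 0 and 20 minutes. The preceding 5-minute room-temperature reaction used 2 nM LDHA, 0.2 mM sodium pyruvate and 0.06 mM NADH at pH 7.4.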
PI4K2A block: blocks human PI4K2A kinase activity; Q9BTU6; purified PI4K2A, ADP-Glo luminescence, 1 h; stronger effect = lower value; activity change, negative = inhibition, % at 76.9 µM; 420,000 tested, 0.13% active; AID 1346378; in the data active = activity change below about -50%; inconclusive = mostly about -30% to -49%;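 note: -100% = wells without enzyme as full effect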
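ADP-Glo luminescence measured ADP generated by PI4K2A enzyme (4 ug/mL before mixing) with 1.2 mM PI substrate (pre-mix) and 300 microM ATP (pre-mix). Tris pH7.5 buffer with MgCl2, Triton X-100; 1 h reaction at ambient temperature.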
Vif-APOBEC3G blk: Vif-A3G binding inhibition; Q9HC16; AID 602310; 410,000 tested, 0.076% active; Potency, µM (titrated, usually from 46.1 µM), without a hit: at the highest dose activity, negative = active, actives largely listed as inhibitors; HeLa A3G-eYFP + Vif (tagged APOBEC3G with the HIV-1 protein that degrades it), YFP fluorescence, overnight;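 note: potency is the fitted concentration of half-maximal effect; % is set by controls: 0 for no effect and ±100 for the full control effect; nearly all actives have a fitted effect of over 60% in size; hits raise eYFP signal because A3G escapes Vif-driven loss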
Target sequence (Q9HC16 whole entry, looked up): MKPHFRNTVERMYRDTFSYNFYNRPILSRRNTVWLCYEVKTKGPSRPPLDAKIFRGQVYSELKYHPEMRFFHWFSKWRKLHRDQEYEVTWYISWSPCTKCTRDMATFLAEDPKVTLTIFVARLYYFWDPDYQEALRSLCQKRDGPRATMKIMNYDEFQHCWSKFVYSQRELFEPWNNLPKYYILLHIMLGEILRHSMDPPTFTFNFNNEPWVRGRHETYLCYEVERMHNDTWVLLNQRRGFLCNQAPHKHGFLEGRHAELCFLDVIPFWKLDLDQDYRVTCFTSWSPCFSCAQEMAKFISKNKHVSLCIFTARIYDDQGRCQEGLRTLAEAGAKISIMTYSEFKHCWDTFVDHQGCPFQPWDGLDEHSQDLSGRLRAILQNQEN
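Read-out is eYFP fluorescence (Ex 488/Em 500-530) from Vif-expressing HeLa A3G-eYFP cells; more signal means A3G escaped Vif-mediated degradation. Cells plated overnight, compound pinned in, incubated overnight at 37 deg C.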
IDH1 R132H inh: human IDH1 R132H inhibition. IDH1-R132H enzyme, NADPH consumption, diaphorase/resazurin fluorescence. Potency, µM (titrated, usually from 76.6 µM), for inactives: at the highest dose activity change, negative = inhibition, hits mostly inhibitors. 390,000 tested, 0.093% active. AID 602179; note: potency is the fitted concentration of half-maximal effect; % is set by controls: 0 for no effect and ±100 for the full control effect; nearly all actives have a fitted effect of over 65% in size
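IDH1-R132H (0.5 ug/mL) preincubated 30 min with compound, then NADPH (0.016 mM) and alpha-KG (2 mM) added; 80 min at RT, pH 7.5. Remaining NADPH coupled via diaphorase/resazurin to fluorescence (540/590 nm); concentration-response curves normalized to no-enzyme control.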
Glioma ERSR ind: ER stress response induction in glioma; 420,000 tested, 0.02% active; U87-MG GRP78 promoter luciferase reporter, 16 h; Potency, µM, for the others: at the highest dose activation, actives largely listed as activators; note: potency is the fitted concentration of half-maximal effect; series mostly up to about 76 µM; % of control where 0% means no effect; nearly all actives have a fitted effect of over 35% in size
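Stably transfected U87-MG glioma cells carrying a GRP78-based luciferase sensor; 16 h compound incubation. Luminescence end-point read 10 min after Bright-Glo addition at room temperature.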
TrxR1 substrate: rat thioredoxin reductase 1 substrate activity; 390,000 tested, 0.01% active; Potency, µM (highest dose often 114 µM), without a hit: at the top dose activity change, negative = substrate turnover; purified TrxR1 substrate turnover, NADPH consumption readout; AID 588456; O89049; note: potency is the fitted concentration of half-maximal effect; % is set by controls: 0 for no effect and ±100 for the full control effect; nearly all actives have a fitted effect of over 50% in size
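Rat TrxR1, dispensed at 90 nM, was prereduced with 400 uM NADPH (final) for 5 min at ~22 deg C, then incubated with compound 15 min before 400 uM selenite. A first-read NADPH fluorescence drop versus no-compound background flagged substrates.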
USP1 inh: inhibitors of human USP1/UAF1 deubiquitinase; O94782; Potency, µM (top dose mostly 57.1 µM), without a hit: at the highest dose activity change, negative = inhibition, usual class: inhibitors; 390,000 tested, 0.23% active; recombinant USP1/UAF1, Ub-Rhodamine cleavage fluorescence; note: potency is the fitted concentration of half-maximal effect; % is set by controls: 0 for no effect and ±100 for the full control effect; nearly all actives have a fitted effect of over 60% in size; inactives centre near -12
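USP1/UAF1 complex at 1 nM was preincubated with compound for 15 min at room temperature, then Ub-Rho substrate (150nM final) was added. Fluorescence (480/540 nm) was read kinetically, 6 reads every 60 seconds.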
Numbers without * were called inactive; ? = inconclusive; nt = no result given; & = joins results of further samples; [ ] = dose if it differs, or a comment. Unless noted, calls come from the whole dose curve; as a rule, active = well fitted curve in the direction sought with a large enough effect; inconclusive = small, poorly fitted or top-dose-only effect, or another doubt; inactive = no such curve, though single readings can be large; an effect the other way counts as inactive or inconclusive.

SMILES | Vif-APOBEC3F blk | RXFP1 ag | LDHA inh | PI4K2A block | Vif-APOBEC3G blk | IDH1 R132H inh | Glioma ERSR ind | TrxR1 substrate | USP1 inh
CN1CCN(CC(O)COC(c2ccccc2)c2ccccc2)CC1 (stereo not drawn) | -28% | 0.3% | -8 | 2 | 4% | 13% | -1% | 4%[57.1 µM] | ?
CCc1ccc(/C=C2/C(=O)NC(=O)N2C(C)=O)cc1 | -3% | -4.7% | 0 | 6 | 1% | -1% | 0% | -6% | -6%
COc1ccccc1NC(=O)CCSCCC(=O)Nc1ccccc1OC | 1% | 4.6% | -1 | 1 | -8% | -7% | -3% | -8% | -5%
O=C(NC1CCCC1)c1ccc2c(c1)N(Cc1ccc(C(F)(F)F)cc1)C(=O)c1ccccc1S2 | -6% | 1.8% | -9 | -2 | 1% | -11% | 2% | -4% | -31%
CC1CC1C(=O)OCC(=O)NC(=O)NC12CC3CC(CC(C3)C1)C2 (stereo not drawn) | 2% | 0.9% | -2 | 1 | 5% | -3% | 1% | 2%[57.1 µM] | -21%
O=C1c2ccccc2C(Nc2ccccc2)N1c1cccnc1 (stereo not drawn) | -1% | 1.3% | 0 | 0 | -1% | -1% | -1% | -5%[57.1 µM] | -1%
CCN(CC)CCOc1ccc2nc(N(C)C)sc2c1 | nt | -3.5% | 3 | 4 | 2% | 2% | 0%&2% | 5% | 2%
Cc1noc(C)c1CSCC(=O)N(C)CC(=O)Nc1ccccc1Br | -8% | 1.5% | -10 | 3 | 0% | 16% | -6% | -9% | -2%
CC(=O)N1CCN(c2ccccc2NC(=O)c2ccc(-c3cccc([N+](=O)[O-])c3)o2)CC1 | 13% | -0.7% | -4 | 3 | -10% | ? | -6% | -1% | -9%
CC(=O)Oc1ccc2occ(C(=O)c3ccccc3)c2c1 | -24% | nt | -2 | 0 | -1% | -6% | 7% | -1% | -4%
CC(C)Cn1c(-c2ccccc2)nc2ccccc2c1=O | 9% | 0.0% | -9 | 5 | -3% | 6% | -6% | -8% | -19%
CCCCC(=O)N(C)c1c(C)nc2ccc(C(=O)N(CC)CCN(C)C)cn12 | nt | nt | -9 | 1 | -1% | nt | -2% | nt | nt
O=C(N/N=C\C1CC=CCC1)c1ccc(Br)o1 (stereo not drawn) | 1% | 1.3% | -2 | -1 | 5% | 0% | 5% | -2% | -26%
COc1ccc(/C=C/c2nc(N)nc(-c3ccccc3O)n2)cc1 | -8% | 4.5% | -6 | 1 | 1% | 2% | -3% | 5%[57.1 µM] | -6%
CN(C)S(=O)(=O)c1cccc(NC(=S)NC(=O)C2CCCCC2)c1 | 7% | -0.5% | -4 | 4 | 0% | 5% | 2% | -1% | -14%
COc1ccccc1NS(=O)(=O)c1cccc(C(=O)N/N=C(\C)c2ccncc2)c1 | 6% | 1.4% | -2 | 2 | 0% | 2% | -4% | -4% | -10%
O=C(NCc1ccccc1F)C12CC3CC(CC(C3)C1)C2 | 1% | nt | -9 | 2 | -4% | -10% | -4% | 13%[57.1 µM] | -9%
CC(Sc1ccc(Cl)cc1)C(=O)Nc1ccc2c(c1)OCO2 (stereo not drawn) | nt | 0.5% | 1 | 9 | 1% | 16% | -3% | -1% | -7%
CN(Cc1nc2ccccc2c(=O)[nH]1)C(=O)c1cccc(S(=O)(=O)N2CCc3ccccc32)c1 | 2% | nt | -3 | 7 | 1% | 1% | -2% | -7% | -11%
CC(=O)Nc1ccc(S(=O)(=O)N2CCC(c3nnnn3-c3ccccc3)CC2)cc1 | -9% | 0.9% | 2 | -1 | -3% | -2% | -1% | 5% | 8%
CCS(=O)(=O)N1CCN(C(C)CCc2ccccc2)CC1 (stereo not drawn) | 2% | 1.4% | -19 | -4 | 2% | 9% | -5% | 9%[57.1 µM] | -3%
COc1ccc(CC(=O)Nc2c3c(nn2-c2ccccc2C)CS(=O)C3)cc1 (stereo not drawn) | 4% | 2.5% | 1 | -4 | 2% | 5% | -6% | 0% | 7%
COc1ccc2c(c1)CCc1sc(NC(=O)c3ccc(Cl)cc3)nc1-2 | 3% | 6.8% | 18 | 2 | 12% | 32%[activator] | -3% | 19% | -22%
Oc1c(C(Nc2ccccn2)c2ccccc2F)ccc2cccnc12 (stereo not drawn) | ? | -0.6% | -5 | 1 | -25% | -20% | 0% | -6% | ?
CCOC(=O)C(C(=O)c1ccccc1)C1CC(C)NC(=S)N1 (stereo not drawn) | -1% | 0.2% | -2 | -2 | -1% | 4% | -1% | -2% | -15%

Whole records from above:
CC1CC1C(=O)OCC(=O)NC(=O)NC12CC3CC(CC(C3)C1)C2 (stereo not drawn) across the screens: Vif-APOBEC3F blk = 2%; RXFP1 ag = 0.9%; LDHA inh = -2; PI4K2A block = 1; Vif-APOBEC3G blk = 5%; IDH1 R132H inh = -3%; Glioma ERSR ind = 1%; TrxR1 substrate = 2%[57.1 µM]; USP1 inh = -21%
COc1ccccc1NS(=O)(=O)c1cccc(C(=O)N/N=C(\C)c2ccncc2)c1 across the screens: Vif-APOBEC3F blk = 6%; RXFP1 ag = 1.4%; LDHA inh = -2; PI4K2A block = 2; Vif-APOBEC3G blk = 0%; IDH1 R132H inh = 2%; Glioma ERSR ind = -4%; TrxR1 substrate = -4%; USP1 inh = -10%

(further entries)
SMILES | Vif-APOBEC3F blk | RXFP1 ag | LDHA inh | PI4K2A block | Vif-APOBEC3G blk | IDH1 R132H inh | Glioma ERSR ind | TrxR1 substrate | USP1 inh
CCOc1ccc(NC(=O)Cn2cc(C(=O)C3CC3)c3ccccc32)cc1 | 0%&0% | 29%&-0.4% | -3&-9 | -8&-3 | 1%&3% | 0%&4% | -3%&-3% | -5%&1% | 7%&-9%
Cc1nn(-c2nnc(NCc3ccccc3)nn2)c(C)c1Br | -8% | 2.3% | 20 | -3 | -14% | 3% | 9% | -2% | ?
C=CCNC(N)=S | 2% | -0.1% | -2 | 0&0 | 0% | -2% | -5%&-1% | 1% | -9%
Cc1cc(C)c(C#N)c(N2CCCC2)n1 | -1% | 1.6% | 0 | 5 | 1% | 3% | 1% | 97%[activator][57.1 µM] | -16%
COC(=O)C(CC(=O)c1ccc(Br)cc1)n1nc(C)cc1C (stereo not drawn) | -25% | -0.1% | -4 | 20 | 1% | -2% | -4% | 9% | -20%
O=C(Nc1ccc2oc(-c3ccc4ccccc4c3)nc2c1)c1ccc2c(c1)OCCO2 | -18% | 1.2% | -7 | -5 | -25% | 7% | 3% | 81%[activator][57.1 µM] | -11%
COc1ccc(S(=O)(=O)Nc2ccc(F)cc2)cc1N(C)S(=O)(=O)c1ccc(Cl)cc1 | -1% | -0.3% | 7 | -7 | -1% | 1% | 0% | -9% | -12%
COc1cc(-c2nnc(SCC(=O)N(C)C3CCCCC3)o2)cc(OC)c1OC | -3% | 2.1% | 1&0 | -3 | -6% | -7% | -1% | -10% | -4%
COc1ccc2c(c1)CSC(c1ccccc1)C2=O (stereo not drawn) | -15% | nt | 4 | -3 | 1% | 9% | 2% | nt | -26%
S=C(NCCc1ccccc1)N1CCC2CC1c1cc(-c3ccc4c(c3)OCO4)ccc12 (stereo not drawn) | nt | nt | -13 | 1 | 0% | nt | -2% | nt | nt
CN(C)c1ccc(N2CN=C3SCC(=O)N3C2)cc1 | -1% | -3.8% | 25 | -16 | 1% | 29% | -12% | -3%[57.1 µM] | -9%
COc1ccccc1OCCNc1nc2c(c(=O)n(C)c(=O)n2C)n1C | -4% | 6.6% | 4&4 | 5 | 0% | 2% | -7% | -14% | -8%
O=C(Cc1ccccc1)N/N=C\c1ccc(Br)o1 | 6% | 2.3% | -6 | -10 | -1% | 2% | 0% | 0%[57.1 µM] | -12%
CCCC(=O)Nc1ccc2nc(SCCOc3ccccc3)sc2c1 | 1% | 0.6% | 4 | 2 | 3% | 3% | -4% | -4% | -14%
CCOC(=O)N1CCC(NC(=O)CN(C)S(=O)(=O)c2cc3c(cc2Cl)NC(=O)CO3)CC1 | -8% | -1.2% | 1 | 1 | 0% | -6% | -3% | -8% | -1%
O=C(Cc1ccccc1)c1ccc(Cl)cc1 | 1% | 1.9% | -2 | -3 | 1% | 2% | 5% | 10%[57.1 µM] | -10%
Cn1c(CNC(=O)c2ccco2)nnc1SCCOc1ccccc1 | 7% | 1.8% | -4 | 1 | 0% | 19% | -3% | -9% | -1%
O=[N+]([O-])c1ccc2c(c1)C(O)n1nc(-c3ccc(Cl)cc3Cl)nc1S2 (stereo not drawn) | -4% | 4.1% | -1 | -3 | -2% | 6% | -2% | -19%[57.1 µM] | -9%
CN(C)c1ccnc(Oc2ccc(C(C)(C)C)cc2)c1C#N | 3% | 1.5% | 6 | -1 | -4% | 5% | 10% | -5%[57.1 µM] | -12%
CCCOc1ccc(-c2nnn(CC(=O)N3CCCC(C)C3)n2)cc1 (stereo not drawn) | -9% | 0.0% | -1 | -8 | 3% | 1% | 6% | -9% | -10%
CC1=C(C)CC2C(=O)N(c3cccc4ccccc34)C(=O)C2C1 (stereo not drawn) | 1% | -1.0% | 0 | 1 | 3% | 15% | -5% | 7% | -19%
O=C(c1ccccc1N1CCOCC1)N1CCCC(Nc2ccc(F)cc2)C1 (stereo not drawn) | 6% | 1.6% | 4 | 5 | 0% | 2% | -7% | 1% | -4%
Oc1c(Br)cc(/C=N/n2c(-c3ccccc3)n[nH]c2=S)cc1Br | -8% | 2.3% | -9 | 1 | -18% | 13% | -4% | 9%[2.29 µM] | -16%

Source: PubChem BioAssay

Some of the compounds tested (hit frequency here may not be typical).
